# TGFb inhibitor = qHTS for Inhibitors of TGF-b; HepG2 CAGA-GFP TGF-b/SMAD3 reporter, GFP fluorescence, 18 h; TGF-beta stimulated, 500 pg/mL final; Potency, µM (series often up to 46.1 µM), inactives show at the top dose activity, negative = inhibition, hits mostly inhibitors; 1.2% of 410,000 active; AID 588855, 2011; further: potency means the concentration at half of the fitted maximal effect; on the % scale 0 is the no-effect control and ±100 the full control effect; nearly all actives have a fitted effect of over 65% in size
#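 Using HEPG2 CAGA-GFP reporter cells at 1000 cells/well, we pinned test compounds, stimulated with recombinant TGF-beta (500 pg/mL final) and measured total well GFP after 18 h.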
# A549 tox = Nrf2 qHTS screen for inhibitors: counterscreen for cytotoxicity; A549 ARE-Fluc cells, CellTiter-Fluor viability, 18-24 h; Potency, µM (doses to about 46 µM), without a hit: at the top dose activity change, negative = cytotoxicity, usual class: inhibitors; 0.16% of 390,000 active; AID 504648, 2011; further: potency means the concentration at half of the fitted maximal effect; on the % scale 0 is the no-effect control and ±100 the full control effect
#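 A549 ARE-Fluc cells in 5% FBS OPTI-MEM, 5000 cells/well, rested 2 h then exposed to compounds in concentration-response for 18-24 h at 37 °C. Viability by CellTiter-Fluor fluorescence (Ex 405/Em 525) after 30 min; luciferase luminescence (BugLite, 15 min, RT) read afterwards.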
# CCT chaperon mod = High-Throughput Screening for Modulators of Cytosolic Chaperonin Activity | 0.3% of 360,000 active | purified chaperonin ATPase assay, HTRF ADP detection, 30 min | AID 651819, 2012 | activity change, % (concentration not given with the values), hits read low; in the data active means activity change below about -30%; further: on the % scale 0 is the no-effect control and ±100 the full control effect
#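 First, chaperonin was dispensed at 40 nM or 20 nM final depending on batch activity. Next, compounds were pinned at 76 uM and ATP added at 10 uM. After 30 min at 37 °C, ADP detection reagents ran 30 min at ambient temperature.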
# HepG2 viability = qHTS for Inhibitors of TGF-b: Cytotox Counterscreen. 0.76% of 410,000 active. Potency, µM (series often up to 46.1 µM), for the others: top-dose activity change, negative = cytotoxicity, usual class: cytotoxic. HepG2 CAGA-GFP viability, ATP luminescence, 18 h; further: potency means the concentration at half of the fitted maximal effect; some results filed as inactive show a strong effect at the top dose
#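 CellTiter-Glo luminescence gave cytotoxicity after 18 hours at 37 degrees C. The cells were HepG2 CAGA-GFP in 1% FBS DMEM, stimulated with 500 pg/mL TGF-beta after compound addition. %Activity was normalised to no-cell wells (complete cell-killing) and DMSO (no toxicity), and curves were fitted and classified.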
# Nrf2 activator = qHTS of Nrf2 Activators. AREc32 ARE-luciferase reporter (MCF7-derived line), luminescence, 24 h. Potency, µM (top dose mostly 46.1 µM), inactives show at the highest dose activation, most hits filed as activators. 0.31% of 410,000 active. AID 624171, 2012; further: potency means the concentration at half of the fitted maximal effect; % of control where 0% means no effect; nearly all actives have a fitted effect of over 65% in size
#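 Luciferase luminescence (Steady-Glo, 30 min at room temperature) served as the read-out of ARE activation in AREc32 cells treated with compounds for 24 hr at 37 deg C.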
# S2 tox = Viability Counterscreen for Primary qHTS for Inhibitors of ATXN expression | AID 651635, 2014 | Potency, µM (series often up to 56.7 µM), actives largely listed as cytotoxic | 0.49% of 400,000 active | S2 cells (HEK-293 line with an ATXN2-luciferase reporter) viability, CellTiter-Fluor protease fluorescence, 24 h; further: potency means the concentration at half of the fitted maximal effect; nearly all actives have a fitted effect of over 40% in size
# pAkt inh = HTS Assay for Inhibitors of Akt Phophorylation: Primary Screen; Neuro2A IGF-stimulated pAkt S473 HTRF, 20 min; active compounds read low; activity change, % for hits at 50 µM; 0.32% of 360,000 active; in the data active means activity change below about -80%; inconclusive means mostly about -51% to -80%; further: on the % scale 0 is the no-effect control and ±100 the full control effect
#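 Neuro2A cells (4,500/well, DMEM with 0.5% FBS) were treated with compound at a single 50 µM final concentration, stimulated with 6 nM IGF for 20 min at 37 °C, and lysed. Phospho-Akt Ser473 was read by HTRF as 665/615 ratio ×10^4.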
# Nrf2 inh = Nrf2 qHTS screen for inhibitors | A549 ARE-Fluc reporter, luciferase luminescence, 18-24 h | Potency, µM (top dose mostly 46 µM), for the others: at the top dose activity change, negative = inhibition, most hits filed as inhibitors | 2.1% of 360,000 active; further: potency means the concentration at half of the fitted maximal effect; on the % scale 0 is the no-effect control and ±100 the full control effect; nearly all actives have a fitted effect of over 60% in size
#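 Two sequential reads on A549 ARE_Fluc cells exposed to compound for 18-24 h: a CellTiter-Fluor fluorescence read for viability, then a luciferase luminescence read for Nrf2/ARE activity.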
# Mm-Cpn inhibitor = Inhibitors of TCP-1 ring complex (TRiC) of Methanococcus maripaludis (MmCpn): qHTS; Chaperonin Mm-Cpn (Methanococcus maripaludis); purified Mm-Cpn ATPase, ADP Transcreener TR-FRET; Potency, µM (top dose mostly 76.9 µM), for inactives: top-dose activity, negative = inhibition, most hits filed as inhibitors; 0.031% of 330,000 active; AID 504842, 2011; further: potency means the concentration at half of the fitted maximal effect; on the % scale 0 is the no-effect control and ±100 the full control effect; nearly all actives have a fitted effect of over 80% in size
#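 ATPase turnover read by TR-FRET ADP competition (Eu cryptate antibody/ADP-d2, 665/590 nm): 10uM ATP final, 25nM Mm-CPN final, 30 min 37degC after 10-min compound preincubation, pH 7.4 Tris/KCl/MgCl2/DTT buffer.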
# * marks the source's active call; other numbers are inactive results; i = inactive; ? = inconclusive; . = not tested or not shown; [ ] = dose if it differs, or a comment. Unless noted, the call rests on the fitted dose curve; in most records, active means well fitted curve in the direction sought with a large enough effect; inconclusive means small, poorly fitted or top-dose-only effect, or another doubt; inactive means no such curve, though single readings can be large; an effect the other way counts as inactive or inconclusive.
SMILES	TGFb inhibitor	A549 tox	CCT chaperon mod	HepG2 viability	Nrf2 activator	S2 tox	pAkt inh	Nrf2 inh	Mm-Cpn inhibitor
CN(C)S(=O)(=O)c1cccc(C(=O)NCC2CCCO2)c1 (stereo not drawn)	-8.1%	5.1%	-2.0	1.2%	0.3%	i	i	.	1.3%
O=C1NC2(CCCCC2)C(=O)N1CC(=O)N1CCc2ccccc21	?	6.7%	-1.1	0.6%	0.3%	i	i	-0.2%	0.2%
S=c1[nH]nc(-c2n[nH]c3c2CCC3)n1/N=C/C=C/c1ccco1	-0.2%	23.0%	-1.9	-7.0%	?	i	i	9.8%	-0.7%
COCCOC(=O)C1=C(C)NC2=C(C(=O)CCC2)C1c1cc2c(cc1Br)OCO2 (stereo not drawn)	-10.5%	-9.5%	-13.3	-1.8%	-0.8%	i	i	1.4%	-8.6%
Cc1ccccc1C(=O)Nc1nnc(S(=O)(=O)N2CCCc3ccccc32)s1	-17.7%	-0.6%	.	-38.2%	7.8%	i	.	28.4%	.
COc1ccc2oc(=O)c(-c3nc(-c4cc(OC)c(OC)c(OC)c4)no3)cc2c1	17.1%	3.8%	.	-20.1%	-0.5%	.	.	27.6%	.
O=C(NCc1ccccc1)c1cc(-c2ccncc2)nc2ccccc12	0.0%	3.3%	2.5	-41.3%	2.6%	i	i	7.3%	-1.6%
Cc1ccccc1NC(=O)CN1CCc2ccccc2C1	4.6%	8.0%	-1.8	-14.3%	-0.4%	i	i	-12.3%	1.3%
CCOc1ccc(NC(=O)Cn2cc(C(C)=O)c3ccccc32)cc1	4.8%	-0.3%	1.0	-16.3%	1.7%	i	i	-0.2%	-0.5%
O=C(Nc1ccc(COc2ccccc2)cc1)c1cccc([N+](=O)[O-])c1	-8.5%	-6.6%	-1.6	-42.4%	0.3%	i	i	-16.6%	-0.1%
COc1ccc(Cl)cc1CSc1ncn[nH]1	6.3%	-7.4%	0.2	3.6%	2.0%	i	i	?	1.5%
O=C(NCc1ccccc1)c1cc(C2CCCN(S(=O)(=O)c3cccs3)C2)on1 (stereo not drawn)	18.0%	.	-1.3	-22.9%	4.1%	i	i	.	.
CC(C)c1nc(SCC(=O)N2c3ccccc3CC2C)c2ccccc2n1 (stereo not drawn)	?	2.3%	-1.4	-36.0%	-0.4%	i	i	4.2%	-15.1%
O=S(=O)(Nc1ccc(N2CCOCC2)nn1)c1ccccc1	1.6%	-2.0%	-12.2	-18.2%	-0.1%	i	i	2.2%	0.1%
CCC(C)NC(=O)CSc1n[nH]c(=O)n1CCc1ccccc1 (stereo not drawn)	0.7%	-1.4%	0.1	-3.6%	-0.1%	i	i	12.7%	-0.8%
CCOC(=O)C1=CCN(S(=O)(=O)c2ccc(Br)cc2)C1c1cccc(C)c1 (stereo not drawn)	?	.	0.4	-15.5%	10.7%	i	i	.	.
C/C(Cc1ccccc1)=N\NC(=O)C1CCCCC1	-0.7%	-2.0%	-7.0	-7.0%	-0.7%	?	i	20.4%	-1.7%
COC(=O)c1ccccc1NC(=S)NC(NC(=O)c1ccccc1[N+](=O)[O-])C(Cl)(Cl)Cl (stereo not drawn)	7.0%	0.2%	-2.3	-28.8%	8.3%	i	i	-11.0%	0.0%
Cc1ccc(CCC(=O)Nc2ccc(N(C)C)cc2)o1	-16.4%	-8.7%	1.8	-37.2%	9.4%	i	i	26.3%	-4.9%
CCCc1nc(N2CCN(S(=O)(=O)c3ccc(Cl)cc3)CC2)c2c(C)c(C)sc2n1	1.9%	4.0%	-1.0	3.6%	-0.9%	i	i	-17.3%	-29.2%
O=C(CCCN1C(=O)/C(=C/c2ccccc2)SC1=S)Nc1ccccc1O	-22.2%	10.4%	-5.1	-19.4%	?	i	i	2.5%	0.9%
Cn1ncc(Cl)c(Oc2ccc(C(C)(C)C)cc2)c1=O	-27.0%	-1.3%	-1.3	-29.3%	?	i	i	18.0%	0.7%
O=C(OCc1ccc2c(c1)OCO2)c1ccc(S(=O)(=O)N2CCCC2)cc1	?	2.0%	-4.2	-19.5%	-0.2%	i	i	-1.3%	?
COc1ccc(OCCCC(=O)Nc2ccc(N3CCOCC3)cc2)cc1	-17.7%	15.0%	-1.8	0.3%	3.5%	i	i	1.2%	0.6%
O=C(CN1C(=O)NC2(CCc3ccccc32)C1=O)Nc1cccc(F)c1 (stereo not drawn)	-8.4%	-3.1%	-2.3	-3.6%	2.9%	i	i	13.4%	-6.2%
CCOC(=O)CCCNC(=O)COc1ccccc1C#N	-10.6%	-6.3%	-0.7	-3.2%	0.2%	i	i	13.9%	-12.3%
COc1ccc2oc(=O)c(/C(C)=N/NC(=O)c3ccncc3)cc2c1	-7.3%	-3.5%	-10.2	-20.9%	0.0%	?	i	13.1%	-4.6%
O=C(Nc1nnc(C2=COCCO2)o1)c1ccc(S(=O)(=O)N2CCCC2)cc1	-1.4%	2.6%	0.6	-3.7%	0.3%	i	i	-22.8%	-2.7%
O=C(Nc1cccc(C(=O)N2CCN(c3cccc(Cl)c3)CC2)c1)c1ccccc1	-17.3%	-0.9%	0.6	-9.6%	-1.2%	?	i	?	-7.7%
COCC(C)NCc1cccc([N+](=O)[O-])c1 (stereo not drawn)	33.3%[activator]	-12.3%	-1.0	12.6%	-0.3%	i	.	-21.3%	-1.2%
O=c1c(Br)ccc(Br)cc1Br	1.58µM*	?	0.1	3.98µM*	-2.8%	7.52µM*	i	?	.
Cc1ccc(F)cc1NC(=O)CN1CCN(Cc2ccccc2)CC1	-19.7%	9.2%	1.2	6.2%	2.7%	i	i	8.0%	1.3%
O=C(Nc1cnccn1)c1cccs1	-6.5%	3.4%	-0.4	-7.7%	3.5%	i	i	.	-1.0%
CC(C)Cn1c(=O)c2sccc2n2c(CCCC(=O)N3CCN(c4ccc(F)cc4)CC3)nnc12	-11.6%	9.9%	.	-2.5%	0.2%	.	.	?	.
O=C1CC(c2ccccc2)CCc2sccc2N1 (stereo not drawn)	-9.2%	0.7%	-2.5	-6.8%	-0.7%	i	i	1.8%	3.4%
O=C(c1ccc([N+](=O)[O-])cc1Cl)N1CCN(c2ccccn2)CC1	-4.7%	7.7%	1.8	-13.4%	0.6%	i	i	-8.0%	-1.6%
COc1ccc(-c2nc3scc(CCNS(=O)(=O)c4ccc(NC(C)=O)cc4)n3n2)cc1	-12.6%	-17.1%	.	-3.0%	3.3%	.	.	.	.
Cc1ccc(N2CC(=O)N(CC(=O)O)C2=O)cc1	-2.8%	-4.2%	-3.6	-1.5%	-0.7%	i	i	21.6%	0.2%
CCOc1ccc2ccccc2c1CNCCCN1CCOCC1	6.0%	.	1.6	0.1%	-2.3%	i	i	.	.
CCCCOC(=O)C(C)Oc1ccc(=O)n(-c2ccccc2)n1 (stereo not drawn)	-3.8%	-2.9%	0.9	-5.7%	0.2%	?	i	6.5%	1.9%
CC(=O)c1cccc(NC(=O)CCc2nnc3ccc(NCc4ccc5c(c4)OCO5)nn23)c1	-6.2%	9.9%	-0.1	-2.5%	0.1%	i	i	-3.5%	?
CC(Oc1ccccc1F)C(=O)Nc1ccc2ccccc2c1 (stereo not drawn)	7.9%	0.3%	0.8	-8.3%	0.1%	i	i	?	0.1%
CCOC(=O)Cn1c(=N)n(CCOc2ccc(Br)cc2)c2ccccc21	-27.5%	7.8%	0.6	-114.4%	3.5%	i	i	11.0%	0.3%
CCOC(=O)c1c(C)oc2c1c(C=NCC1CCCO1)c(O)c1ccccc12 (stereo not drawn)	-5.4%	-6.6%	-1.2	2.5%	0.0%	i	i	-0.7%	0.2%
Cc1cc(C(=O)O)cc(S(=O)(=O)Nc2ccccc2C(=O)NC(C)c2ccccc2)c1C (stereo not drawn)	5.7%	-2.2%	-0.6	7.9%	-0.6%	i	i	0.8%	2.2%
CC1CN(Cc2ccccc2)c2nc3c(c(=O)n(CC(=O)O)c(=O)n3C)n2C1 (stereo not drawn)	3.6%	1.5%	0.1	-1.3%	-0.5%	i	i	-2.1%	3.3%
C/C(CC(=O)Nc1cccc(C(F)(F)F)c1)=N\NC(=O)c1ccncc1	0.0%	-0.1%	-1.1	16.3%	0.8%	.	i	3.2%	1.0%
CC(=O)Nc1ccc(NC(=O)CSc2nc(=O)n3cccc(C)c3n2)cc1	-1.2%	-10.2%	-1.2	-2.5%	-0.5%	i	i	13.6%	0.4%
COc1cccc(OC)c1OCCN1CCN(C(=O)c2ccco2)CC1	-25.7%	0.9%	-2.2	-1.1%	-0.6%	i	i	9.6%	0.2%

# Ordered by formula weight (falling): some entries from above.
SMILES	TGFb inhibitor	A549 tox	CCT chaperon mod	HepG2 viability	Nrf2 activator	S2 tox	pAkt inh	Nrf2 inh	Mm-Cpn inhibitor
COc1ccc(-c2nc3scc(CCNS(=O)(=O)c4ccc(NC(C)=O)cc4)n3n2)cc1	-12.6%	-17.1%	.	-3.0%	3.3%	.	.	.	.
O=C(c1ccc([N+](=O)[O-])cc1Cl)N1CCN(c2ccccn2)CC1	-4.7%	7.7%	1.8	-13.4%	0.6%	i	i	-8.0%	-1.6%
O=C(Nc1cnccn1)c1cccs1	-6.5%	3.4%	-0.4	-7.7%	3.5%	i	i	.	-1.0%

# Assay outcomes: PubChem, National Center for Advancing Translational Sciences (NCATS)
